SIAE primary – blocks human sialic acid acetylesterase; SIAE FP-Rh probe binding, fluorescence polarization; inhibition, % at 9.66 µM; 370,000 tested, 0.69% active; AID 1053197;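 active = inhibition above a cutoff: mean of compounds within the control limits plus 3 SD of those, cut at about 17% in these data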;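 note: 0% = plate median of compound wells and 100% = probe without SIAE protein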
TCR-CD3 inh – inhibitors of human TCR-CD3 interaction; AID 651800; 360,000 tested, 0.37% active; inhibition, % at 9.4 µM; TAMRA-labeled TCR probe fluorescence, biochemical; in the data active = inhibition above about 19%;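 note: recombinant mutant TCR 2C K166C tagged with TAMRA read by polarization; 0% = receptor in buffer alone and 100% = receptor with positive control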
UHRF1 binding – human UHRF1 methylated DNA binding inhibitors; Q96T88; UHRF1 binding to methylated oligo, TR-FRET; inhibition, % at 4.4 µM; 370,000 tested, 0.75% active; AID 687016; in the data active = inhibition above about 21%;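 note: UHRF1 SRA domain binding a hemimethylated CpG hairpin DNA probe; 0% = median of test compound wells and 100% = reference inhibitor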
PRMT1 inh – blocks human protein arginine methyltransferase 1. Q99873. inhibition, % at 2.79 µM. 370,000 tested, 1.3% active. AID 652257. recombinant PRMT1, activity-based probe fluorescence polarization;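 active = inhibition above about 21% made by adding two undisclosed values, limit read from the data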
DDE Tn7 FP inh – disrupts Tn7 cyclic peptide binding to fibrin D-Dimer-E complex; P02675; FP displacement of FITC-Tn7 peptide from fibrin DD(E); 0% = median of compound wells per plate; inhibition, % at 8.3 µM; 370,000 tested, 0.13% active; AID 720508;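 active = inhibition above the mean of compounds falling within the control limits plus 3 SD of them, cut at about 14% in these data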;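 note: 0% = plate median of compound wells and 100% = 10 µM Aha-Tn7 peptide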
Target sequence (P02675 whole entry, looked up): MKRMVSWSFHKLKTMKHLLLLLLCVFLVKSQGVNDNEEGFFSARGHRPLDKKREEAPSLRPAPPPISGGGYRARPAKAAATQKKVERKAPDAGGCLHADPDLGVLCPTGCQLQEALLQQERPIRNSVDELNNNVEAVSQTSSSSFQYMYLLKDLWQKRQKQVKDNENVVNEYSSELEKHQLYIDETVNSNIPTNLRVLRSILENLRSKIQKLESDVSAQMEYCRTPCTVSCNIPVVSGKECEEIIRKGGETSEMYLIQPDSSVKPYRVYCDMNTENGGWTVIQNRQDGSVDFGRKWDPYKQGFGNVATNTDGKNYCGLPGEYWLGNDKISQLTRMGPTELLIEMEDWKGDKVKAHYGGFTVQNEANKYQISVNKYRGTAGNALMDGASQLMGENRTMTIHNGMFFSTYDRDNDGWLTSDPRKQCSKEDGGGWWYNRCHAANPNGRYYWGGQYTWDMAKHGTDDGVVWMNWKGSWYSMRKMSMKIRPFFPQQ
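assay system = human clot-derived fibrin DD(E) complex | quantity = Fibrin-DD(E) at 2 µM final | timing = 10 min preincubation, 3 h with tracer, room temperature | signal = fluorescence polarization | measure = percent inhibition | benchmarks = high control wells with 10 µM unlabelled Aha-Tn7 peptide (full inhibition) | replicates = singlicate testing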
MBD2 inh – MBD2-methylated oligo binding inhibition | Q9UBB5 | TR-FRET, MBD2 binding to methylated oligonucleotide | inhibition, % at 4.4 µM | 370,000 tested, 0.31% active | AID 686964; in the data active = inhibition above about 13%
DDE Tn6 FP inh – disrupts Tn6 cyclic peptide binding to fibrin D-Dimer-E complex. P02675. Fibrin DD(E) TRITC-Tn6 fluorescence polarization displacement. inhibition, % at 8.3 µM. 370,000 tested, 0.21% active. AID 720509;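 active = inhibition above a per-campaign cutoff: mean of compounds within control limits plus 3 SD, cut at about 15% in these data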;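 note: 0% = median of all compound wells on the plate and 100% = blocking peptide control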
TDP2 inh – blocks human TDP2 phosphodiesterase activity | O95551 | recombinant TDP2, T5PNP hydrolysis, p-nitrophenol absorbance 415 nm | inhibition, % at 12.8 µM | 370,000 tested, 0.34% active;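 active = inhibition above the mean of all tested compounds plus 3 SD, set per campaign, cut at about 25% in these data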;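 note: 0% = DMSO with enzyme and 100% = buffer with substrate but no TDP2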
Target sequence (O95551 whole entry, looked up): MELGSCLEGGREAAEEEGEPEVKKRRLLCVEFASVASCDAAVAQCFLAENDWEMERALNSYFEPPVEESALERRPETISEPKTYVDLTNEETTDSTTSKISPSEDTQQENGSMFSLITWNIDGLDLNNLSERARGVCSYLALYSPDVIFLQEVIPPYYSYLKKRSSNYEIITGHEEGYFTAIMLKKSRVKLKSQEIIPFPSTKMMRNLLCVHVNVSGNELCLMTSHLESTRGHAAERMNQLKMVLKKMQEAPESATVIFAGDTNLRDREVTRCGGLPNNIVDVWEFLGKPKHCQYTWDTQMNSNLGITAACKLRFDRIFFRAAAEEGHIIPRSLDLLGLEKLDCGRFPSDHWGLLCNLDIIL
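System: recombinant human TDP2 / Amount: 120 nM TDP2 per well / Also added: 5 mM T5PNP chromogenic substrate / Doses: 12.8 µM single point, 1% DMSO / Incubation: 2 h at 37 °C / Detection: p-Nitrophenol epi absorbance / Evaluation: % inhibition relative to enzyme-containing and enzyme-free wells / Repeats: singlicate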
KLK7 zymogen act – proKLK7 (human) activation, primary screen | purified proKLK7, EDANS-DABCYL substrate fluorescence; 100% is mature enzyme control, 0% vehicle | activation, % at 7 µM | 370,000 tested, 0.9% active | AID 652039 | P49862;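 active = activation above the mean of all tested compounds plus 3 SD, computed per campaign excluding outliers beyond control limits, cut at about 13% in these data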
Target sequence (P49862 whole entry, looked up): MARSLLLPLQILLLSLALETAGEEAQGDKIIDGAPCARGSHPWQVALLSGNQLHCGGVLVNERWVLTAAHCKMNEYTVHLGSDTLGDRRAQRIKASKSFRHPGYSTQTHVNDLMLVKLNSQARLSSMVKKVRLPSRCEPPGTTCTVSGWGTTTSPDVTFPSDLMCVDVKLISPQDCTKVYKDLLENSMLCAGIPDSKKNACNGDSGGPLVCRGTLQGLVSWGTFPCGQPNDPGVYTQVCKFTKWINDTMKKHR
LEDGF integ inh – blocks HIV-1 LEDGF/p75-dependent DNA integration; TR-FRET IN-LEDGF/p75 DNA integration, Eu/Cy5; inhibition, % at 3.7 µM; 370,000 tested, 0.64% active; AID 743269;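 active = inhibition above the screen-wide mean plus 3 SD, cut at about 13% in these data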;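 note: signal is the Cy5 over europium emission ratio at 671 and 618 nm; 0% = plate median of compound wells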
Starred values were filed as active, the others as inactive; · = no result given.

item	compound	SIAE primary	TCR-CD3 inh	UHRF1 binding	PRMT1 inh	DDE Tn7 FP inh	MBD2 inh	DDE Tn6 FP inh	TDP2 inh	KLK7 zymogen act	LEDGF integ inh
1	CC(C)(C)C(=O)NC(=S)Nc1ccccc1F	-6	8	0	-2	3	1	-1	4	-0.1	-2
2	O=C(COC(=O)c1ccc(O)cc1)c1ccc(S(=O)(=O)N2CCCCC2)cc1	-12	4	-2	-3	2	1	-9	-5	0.1	1
3	C=CCOc1ccc(CNc2nccs2)cc1OC	14	-11	0	-2	-5	-6	2	1	-0.1	0
4	Cc1ccc(/C=N/NC(=O)C[n+]2ccccc2)o1	3	-4	0	3	6	1	-4	-5	-0.7	-1
5	CCOc1ccc(N/C=C/C(=O)c2ccccc2)cc1	-3	-13	-1	3	4	3	9	0	-0.7	-4
6	NS(=O)(=O)c1ccc(NC(=O)c2c(Cl)cccc2Cl)cc1	0	2	-2	-3	-1	-3	1	-3	-0.4	-3
7	O=C1C[C@@H]2CCN3C(=O)CCC[C@@H]([C@H]23)[C@H]1Cc1ccccc1	5	-3	-1	4	0	-2	4	-8	0.1	2
8	COC(CNc1ncnc2c1cnn2C)OC	0	0	6	3	1	-4	-5	-5	0.1	-5
9	CCCOc1ccc(-c2c(C(=O)N/N=C/c3ccc(OCC)cc3)nnn2-c2nonc2N)cc1	-9	3	-2	0	-8	-2	-1	-1	-401	-1
10	O=C1C=C(O)CC(c2cccs2)C1 (centres undefined)	3	0	-2	-3	5	-5	3	12	-0.1	0
11	Cc1ccc(-c2nc(CSCC(=O)NC3CCN(Cc4ccccc4)CC3)c(C)o2)cc1	7	3	-5	-2	6	3	-3	11	0.1	4
12	CC(C)(C)OC(=O)N1CCC[C@H]1c1nnc(SCc2ccc(Cl)cc2)o1	6	9	0	-4	4	0	-8	12	0.1	-3
13	CC(=O)CSc1nc(-c2ccccc2)c(-c2ccccc2)o1	0	-10	6	3	1	0	-3	-4	-4.5	5
14	CC(=O)c1cccc(NC(=O)C2=CC(c3ccco3)=NS(=O)(=O)N2C)c1	-2	1	0	-3	2	0	2	10	0.5	-2
15	Cc1ncc(C23CC4CC(CC(C4)C2)C3)[nH]1	2	-5	3	-1	1	2	-5	-16	0.6	3
16	Cc1[nH]nc2c1C(c1ccc(Br)cc1)NC2=O (centres undefined)	3	-1	-1	-7	-1	-1	7	-2	0.8	1
17	O=C(CCC(=O)N1CCOc2ccccc21)NCCCN1CCCCC1	1	-9	4	-9	1	3	-6	-13	-1.0	4
18	COc1cc(OC)cc(C(=O)NCCN2C(=O)C3C4C=CC(C4)C3C2=O)c1 (centres undefined)	3	·	2	0	4	-5	2	5	-0.3	0
19	Cc1ccccc1NC(=O)Cn1cnc2c(oc3nc4c(cc32)CCCC4)c1=O	-6	2	-3	-3	-1	2	2	1	-0.8	3
20	COC(=O)c1ccccc1NC(=O)Cc1ccccc1OC	-4	2	-1	1	3	-4	2	1	-0.2	-2

Next part.
item	compound	SIAE primary	TCR-CD3 inh	UHRF1 binding	PRMT1 inh	DDE Tn7 FP inh	MBD2 inh	DDE Tn6 FP inh	TDP2 inh	KLK7 zymogen act	LEDGF integ inh
21	COc1ccc(-c2cn3nc(SCC(=O)NCC4CCCO4)ccc3n2)cc1 (centres undefined)	-1	7	-1	1	-3	-2	-1	14	95*	0
22	NC(=O)c1ccc([N+](=O)[O-])cc1SCc1ccccc1	6	10	1	6	6	-3	-1	-5	0.0	1
23	O=C(Nc1cccc(S(=O)(=O)N2CCCCC2)c1)c1ccc2c(=O)n3c(nc2c1)CCCCC3	-49	0	-1	2	-1	1	-3	4	-0.8	-1
24	CC(=O)N1CCN(c2ccc(NCc3ccc4c(c3)OCO4)cc2)CC1	20*	6	-3	7	7	-6	8	21	-1.8	13
25	COCCn1c(-c2ccc(F)cc2)nc2cccnc21	2	-3	-4	2	-5	-3	1	4	-0.3	-2
26	O=C(CC1SCCNC1=O)Nc1ccccc1Cl (centres undefined)	4	11	0	-1	6	3	6	2	-0.1	0
27	COc1ccc(CNC(=O)c2ccc(C)o2)cc1	-12	-1	4	3	-2	7	-1	-1	-0.2	0
28	Cc1ccccc1N=C1NC(=O)/C(=C/c2cccnc2)S1	-8	-4	2	7	-1	2	-10	-7	0.1	-2
29	COc1ccc(-c2cc(N)n(CCC#N)n2)c(OC)c1	1	5	-1	0	7	-1	2	-2	-0.1	0
30	C(=Cc1c[nH]c2ccccc12)c1nccc2ccccc12	1	1	-11	52*	9	2	2	-3	-3.7	-1
31	COc1ccc(C)cc1NC(=O)CCNC(=O)Cn1cnc2ccccc2c1=O	-3	-1	2	-4	2	0	-1	-14	0.1	2
32	O=C(CSc1nc(C2CC2)nc2c1cnn2-c1ccccc1)Nc1c[nH]c(=O)[nH]c1=O	-18	8	-1	-1	-5	2	3	8	0.5	0
33	CCC1(CC)NC(=O)N(CC(=O)OCC(=O)c2ccccc2OC)C1=O	-1	-8	-3	-3	-4	3	-4	7	0.1	8
34	Cc1nonc1OCCNCCNc1ccc([N+](=O)[O-])cc1Cl	9	0	-2	-4	0	-3	3	2	0.4	6
35	CCCCC(=O)N(C)c1c(C)nc2ccc(C(=O)NCCN(C)C)cn12	3	-2	3	2	7	4	4	8	-0.4	1
36	O=C(CNC(=O)C1CCCCC1)Nc1ccc(Cl)cc1	10	-5	-1	-3	5	3	10	-5	-0.2	0
37	COCCN(Cc1ccc(C)cc1)C(=O)[C@H]1O[C@@H](n2cnc3c(N)ncnc32)[C@H](O)[C@@H]1O	2	-5	4	-4	1	0	-6	-11	-0.3	6
38	O=C(CCNC(=O)c1ccccc1Cl)NCC(c1ccco1)N1CCCC1 (centres undefined)	0	6	-1	0	-6	-3	-3	3	0.0	-3
39	Cc1occc1C(=O)N1CCCC(Nc2ccc(F)c(F)c2)C1 (centres undefined)	-3	-1	-1	1	6	-3	0	1	-0.1	0
40	CN(C)S(=O)(=O)c1cccc(C(=O)NC2CCCc3ccccc32)c1 (centres undefined)	4	-1	-1	0	0	0	-7	8	-0.2	2

Next results.
item	compound	SIAE primary	TCR-CD3 inh	UHRF1 binding	PRMT1 inh	DDE Tn7 FP inh	MBD2 inh	DDE Tn6 FP inh	TDP2 inh	KLK7 zymogen act	LEDGF integ inh
41	O=C(O)CCSCCC(=O)O	-3	1	-1	-2	-5	-2	6	-9	-0.2	-1
42	COc1ccc(OC)c(/C=N/NC(=O)Cn2ccnc2C)c1	12	2	-3	-4	2	-1	2	7	3.1	0
43	C=CCN1C(=O)c2n[nH]c(C(C)C)c2C1c1ccc2c(c1)OCO2 (centres undefined)	-5	3	-2	1	1	1	-5	0	0.5	-4
44	O=C(c1ccccc1)c1nc2ccccc2n(CCCn2c(=O)c(C(=O)c3ccccc3)nc3ccccc32)c1=O	-3	4	-1	-2	1	0	5	1	-3.3	0
45	NC(=O)CSc1nnc(-c2ccccc2F)n1C1CC1	-2	5	1	1	-6	-5	6	6	0.2	4
46	CCOCCn1ccc2c(OCC(=O)NCc3ccccc3)cccc2c1=O	7	3	0	-2	-8	-6	-2	-10	0.0	1
47	CCCOC(c1ccccc1)(c1ccccc1)C(Oc1nc(C)cc(C)n1)C(=O)O (centres undefined)	2	6	-2	2	1	-7	6	-8	-0.4	0
48	Cc1noc(C(=O)N2CCN(Cc3ccc4c(c3)OCO4)CC2)c1Cl	7	4	-1	1	3	3	1	4	-0.5	-3
49	COc1ccccc1OCCNc1cc(N2CCOCC2)ccc1[N+](=O)[O-]	2	-2	-7	-3	6	-11	-3	2	0.8	1
50	COc1ccc(OC)c(S(=O)(=O)NCC2CCN(C(=O)C(=O)c3cc4ccccc4o3)CC2)c1	-3	1	-2	1	0	-4	-2	10	-0.4	-5
51	COc1cccc(CN(C(=O)c2cc3ccccc3oc2=O)C2CC2)c1	2	5	2	1	2	2	-8	0	-0.2	1
52	CCOC(=O)C1CCCN(C(=O)c2sc3nc(-c4ccccc4)cn3c2C)C1 (centres undefined)	3	0	0	0	0	0	3	-8	-0.6	-1
53	COc1ccc(C(=O)N(C)C2CCCN(Cc3ccccc3F)C2)cc1OC (centres undefined)	4	0	-1	-2	8	2	1	8	0.5	-3
54	O=c1[nH]c(=O)n(C(c2ccccc2)c2ccccc2)cc1Br	2	2	-3	0	1	-7	-1	13	-0.1	-1
55	CC(C)CCNC(=S)Nc1ccc(F)cc1	5	-1	-3	0	-7	-5	8	0	-0.2	-3
56	Cc1cc(N2C(=O)C3C4CC(C(Br)C4Br)C3C2=O)no1 (centres undefined)	3	3	0	0	-1	-4	-1	-7	0.1	1
57	COc1ccc(NC(=S)N(CCC(C)C)C(C)c2ccncc2)cc1 (centres undefined)	3	-3	-1	3	3	0	3	0	0.0	-1
58	Cc1nc2ncnn2c(N2CCN(C(=O)c3cccc(F)c3)CC2)c1Cc1ccccc1	1	6	-5	-2	-2	1	0	6	0.2	1
59	CCOC(=O)C1CCN(C(=O)c2ccccc2N(C)S(C)(=O)=O)CC1	0	-1	-2	2	-2	-3	2	10	0.2	0
60	COC(=O)c1ccc(-n2nnnc2SCC(=O)Nc2cc(OC)ccc2OC)cc1	7	4	1	0	3	-3	2	-13	-0.5	-3

(more compounds)
item	compound	SIAE primary	TCR-CD3 inh	UHRF1 binding	PRMT1 inh	DDE Tn7 FP inh	MBD2 inh	DDE Tn6 FP inh	TDP2 inh	KLK7 zymogen act	LEDGF integ inh
61	Cc1ccc(S(=O)(=O)n2ccc(-c3c(-c4ccc(F)cc4)noc3C)n2)cc1	0	·	-2	0	2	-1	-1	2	-0.3	0
62	CCC(=O)Nc1cccc(NC(=S)NC(=O)c2ccc(Cl)cc2Cl)c1	-6	-8	4	1	12	4	1	6	0.2	-2
63	O=C(C1=C[C@H](c2ccccc2)C[C@H](OCc2ccc(CO)cc2)O1)N1CCN(Cc2ccccc2)CC1	-3	0	4	1	6	2	5	0	-0.5	2
64	CCN1CCN(c2nc(Nc3ccccc3)nc(N)c2[N+](=O)[O-])CC1	-1	-1	2	-1	-3	1	-1	-11	-0.5	-1
65	CC1(c2nnc(-c3ccc(Cl)cc3)o2)CC(c2cccc(Cl)c2)=NO1 (centres undefined)	-6	-2	-3	-1	-1	-2	-3	8	0.4	-3
66	COc1ccccc1N(C(=O)CCl)c1cn(C(C)=O)c2ccccc12	2	-2	0	-2	2	-3	1	9	0.1	1
67	CCOC(=O)C1(C)CCCCCN1C(=O)c1ccc(C(F)(F)F)nc1C (centres undefined)	0	2	-1	2	1	1	-3	-1	0.4	2
68	CC(=O)c1c(C)[nH]c(C(=O)NCc2ccccn2)c1C	2	3	-1	0	-4	-1	9	4	-0.3	-1

Structural class, the entries above containing a COOH group (2)
item	compound	SIAE primary	TCR-CD3 inh	UHRF1 binding	PRMT1 inh	DDE Tn7 FP inh	MBD2 inh	DDE Tn6 FP inh	TDP2 inh	KLK7 zymogen act	LEDGF integ inh
41	O=C(O)CCSCCC(=O)O	-3	1	-1	-2	-5	-2	6	-9	-0.2	-1
47	CCCOC(c1ccccc1)(c1ccccc1)C(Oc1nc(C)cc(C)n1)C(=O)O (centres undefined)	2	6	-2	2	1	-7	6	-8	-0.4	0

Compounds as they come; any-hit rate near 4.6%.
